Source: PubChem BioAssay
TDP1 inh = TDP1 (human) enzyme inhibition. recombinant TDP1, AlphaScreen DNA substrate cleavage. AID 485290. Q9NUW8. hit rate 0.28% among 350,000. Potency, µM (doses to about 130 µM), for inactives: at the highest dose activity change, negative = inhibition, usual class: inhibitors; note: nearly all actives have a fitted effect of over 40% in size
Target sequence (Q9NUW8 whole entry, looked up): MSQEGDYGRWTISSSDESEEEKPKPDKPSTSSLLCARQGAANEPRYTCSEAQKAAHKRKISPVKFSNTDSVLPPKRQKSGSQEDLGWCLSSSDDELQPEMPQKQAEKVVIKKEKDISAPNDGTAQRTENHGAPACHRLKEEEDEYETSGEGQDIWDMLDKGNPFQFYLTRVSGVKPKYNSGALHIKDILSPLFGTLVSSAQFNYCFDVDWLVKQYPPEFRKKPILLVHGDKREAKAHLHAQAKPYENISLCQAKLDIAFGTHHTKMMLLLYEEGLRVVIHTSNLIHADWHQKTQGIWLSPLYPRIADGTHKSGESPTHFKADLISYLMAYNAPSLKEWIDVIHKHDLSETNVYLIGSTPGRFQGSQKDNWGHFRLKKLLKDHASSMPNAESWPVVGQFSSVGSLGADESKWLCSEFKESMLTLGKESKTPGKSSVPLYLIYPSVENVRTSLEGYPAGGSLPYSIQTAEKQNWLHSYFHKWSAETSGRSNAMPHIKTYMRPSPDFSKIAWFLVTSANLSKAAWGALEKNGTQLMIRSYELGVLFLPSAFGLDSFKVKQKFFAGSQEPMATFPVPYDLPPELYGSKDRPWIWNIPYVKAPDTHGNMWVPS
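Recombinant human Tdp1 (E. coli-expressed, 1 nM final) preincubated with compounds 15 min at room temperature, then 5'-biotin/3'-phosphotyrosine-FITC DNA substrate (15 nM final) added for 5 min. AlphaScreen beads (10 ug/ml final) added 10 min; cleavage lowers signal.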
N370S GC mod = N370S glucocerebrosidase modulation, Gaucher chaperone candidate. P04062. N370S GC spleen homogenate, 4MU-glucoside fluorescence. Potency, µM (highest dose often 59.4 µM), without a hit: at the highest dose activity change, negative = inhibition, actives largely listed as inhibitors. hit rate 0.092% among 330,000;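 note: 0% = full enzyme activity and -100% = no enzyme basal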
FEN1 inhibitor = human FEN1 inhibition; Potency, µM (doses to about 114 µM), for the others: at the top dose activity change, negative = inhibition, hits mostly inhibitors; P39748; hit rate 0.35% among 390,000; Recombinant FEN1 flap cleavage, fluorescence, 15 min; AID 588795; note: nearly all actives have a fitted effect of over 65% in size
Target sequence (P39748 whole entry, looked up): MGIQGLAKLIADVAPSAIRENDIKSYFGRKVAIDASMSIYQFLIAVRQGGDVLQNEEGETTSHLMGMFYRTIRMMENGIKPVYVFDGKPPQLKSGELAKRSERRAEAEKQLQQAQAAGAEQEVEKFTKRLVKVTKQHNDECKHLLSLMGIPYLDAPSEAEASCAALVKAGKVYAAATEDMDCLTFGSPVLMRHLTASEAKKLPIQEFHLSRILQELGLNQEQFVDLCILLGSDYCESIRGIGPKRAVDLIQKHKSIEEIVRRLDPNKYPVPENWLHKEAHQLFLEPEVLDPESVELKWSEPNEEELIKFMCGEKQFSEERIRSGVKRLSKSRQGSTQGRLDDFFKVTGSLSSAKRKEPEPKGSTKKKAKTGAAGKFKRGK
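Read-out was taken twice, immediately and after 15 min, following addition of 50 nM substrate to 10 nM FEN1 that had sat with test compound for 15 min at room temperature. Curves came from a four-parameter Hill model.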
An asterisk follows results filed as active; ? = inconclusive; / = not tested or not shown; & = joins results of further samples; [ ] = remark or other dose. Calls come from the whole dose curve; as a rule, active = well fitted curve in the direction sought with a large enough effect; inconclusive = small, poorly fitted or top-dose-only effect, or another doubt; inactive = no such curve, though single readings can be large; an effect the other way counts as inactive or inconclusive. Unless noted, % is set by controls: 0 for no effect and ±100 for the full control effect; potency is the fitted concentration of half-maximal effect.

Start of the listing, in advance, five compounds:
The line under a structure holds: TDP1 inh | N370S GC mod | FEN1 inhibitor
> CCOC(=O)COc1ccc(C2CC(C)=NN2c2ccccc2)cc1 (stereo not given)
 : 4% | 1% | -3%
> Cc1nc(SC(C)C)[nH]c(=O)c1Cc1ccccc1
 : 4% | ? | -9%
> O=C(CN(Cc1ccccc1)C(=O)c1cc2c(s1)CCC2)NCc1cccs1
 : 0% | 23% | -20%
> Cc1ccc(OCC(=O)NNC(=O)c2ccc(NC(=O)C3CC3)cc2)c(C)c1
 : 1% | -3% | -7%
> COc1ccccc1CNC(=O)CCn1c(=O)c2ccccc2n(CC(=O)Nc2cc(Cl)ccc2C)c1=O
 : 3% | / | -1%

Main list, from the first entry:
The line under a structure holds: TDP1 inh | N370S GC mod | FEN1 inhibitor
> CCOC(=O)COc1ccc(C2CC(C)=NN2c2ccccc2)cc1 (stereo not given)
 : 4% | 1% | -3%
> Cc1nc(SC(C)C)[nH]c(=O)c1Cc1ccccc1
 : 4% | ? | -9%
> O=C(CN(Cc1ccccc1)C(=O)c1cc2c(s1)CCC2)NCc1cccs1
 : 0% | 23% | -20%
> Cc1ccc(OCC(=O)NNC(=O)c2ccc(NC(=O)C3CC3)cc2)c(C)c1
 : 1% | -3% | -7%
> COc1ccccc1CNC(=O)CCn1c(=O)c2ccccc2n(CC(=O)Nc2cc(Cl)ccc2C)c1=O
 : 3% | / | -1%
> CC(=S)c1c(C)cc2cc(C)ccn12
 : 11% | 1% | -1%
> CC1(C)C2CC[C@]1(C)C(=O)N(CCCCN1CCN(c3ccccn3)CC1)C2=O
 : / | -4% | 18%
> Cc1nn(Cc2ccccc2)c(C)c1/C=N/NC(=O)c1ccccc1O
 : 6% | 2% | 6%
> CCCCNC(=S)N1CCN(Cc2ccc3c(c2)OCO3)CC1
 : -4% | -1% | 5%
> CS(=O)(=O)N(CC(=O)NCCSCc1cccc(Cl)c1)c1ccc2c(c1)OCO2
 : 2% | 2% | 13%
> Cc1ccc(CN2CCN(C(=O)c3cccc4ccccc34)CC2)cc1
 : / | -5% | 5%
> CCC(=O)Nc1ccc(Br)cn1
 : -5% | -9% | 3%
> CC(NC(=O)c1ccccc1NC(=O)c1nsc2ccccc12)c1ccccc1 (stereo not given)
 : 0% | / | 15%
> Cc1cccc(OCCSc2nc3ccccc3n2CC(=O)N2CCOCC2)c1C
 : 6% | / | -9%
> COc1ccc(S(=O)(=O)NCCN2CCNC2=O)cc1OC
 : 3% | 1% | 6%
> CC1CCCN(c2nc3c(c(=O)n(C)c(=O)n3C)n2Cc2ccccc2)C1 (stereo not given)
 : 4% | 17% | -4%
> Cc1ccc(Nc2cnn(C34CC5CC(CC(CC(=O)O)(C5)C3)C4)c(=O)c2Cl)cc1C
 : 4% | 16% | -3%
> O=C1Nc2ccc(Br)cc2/C1=N/N=C/C1=C(N2CCOCC2)C(=C\c2ccccc2)/CC1
 : 6% | -19% | -11%
> CC(=O)N/C(=C\c1ccccc1)C(=O)OCC(=O)c1ccc(F)cc1
 : 0% | 3% | 1%
> CSc1cccc(NC(=O)COC(=O)C2(c3ccccc3)CC2)c1
 : -5% | / | -14%
> Cc1cc(C)c2oc(C(=O)Nc3ccc(S(=O)(=O)N4CCC(C)CC4)cc3)cc(=O)c2c1
 : 0%&2% | 4% | -5%&-14%
> O=C(COC(=O)CN1C(=O)C2CCCCC2C1=O)Nc1c(Cl)cccc1Cl (stereo not given)
 : 0% | / | 20%
> COC(=O)[C@@]1(Cc2ccc(OC)cc2)[C@H]2c3cc(C(=O)N4CCCC4)n(Cc4ccc(OC)c(OC)c4)c3C[C@H]2CN1C(=O)c1ccccc1
 : 9%&17% | -14%&-5% | /
> O=P(Cc1ccncc1)(c1ccccc1)c1ccccc1
 : 9% | 1% | -8%
> CCN(CC)S(=O)(=O)c1ccc2c(c1)N(CC(=O)N(C)Cc1ccccc1)C(=O)CO2
 : 2% | / | -10%
> CCCn1c(SCC(=O)NNC(=O)c2ccc(C)cc2)nnc1C(C)C
 : / | 0% | 7%
> CCOC(=O)C1CCN(C(=O)c2c(C)oc3c2C(=O)c2ccccc2C3=O)CC1
 : 4% | 2% | 17%
> CCC(=O)N1c2ccc(S(=O)(=O)NCc3ccccc3)cc2CC1C (stereo not given)
 : 2% | 4% | -5%
> COc1ccc(NC(=O)CCC(=O)N(Cc2ccc(OC)c(OC)c2)c2nccs2)c(OC)c1
 : 4% | 7% | -1%
> N#CCC(=O)Nc1ccc(C(=O)OCC(=O)C23CC4CC(CC(C4)C2)C3)cc1
 : 4% | -3% | -11%
> Cc1ncc([N+](=O)[O-])n1CC(=O)Nc1ccccc1F
 : / | 0% | -13%
> CCC(=O)N1CCc2cc(S(=O)(=O)CCC(=O)NCc3ccco3)ccc21
 : 5% | -3% | 1%
> CC(=O)Nc1ccc(N2C(=O)CC(N3CCSCC3)C2=O)cc1 (stereo not given)
 : 5% | -1% | -10%
> NS(=O)(=O)c1ccc(NNC(=O)c2cccs2)cc1
 : / | 0% | -2%
> O=C(O)C1(c2ccccc2)CCN(S(=O)(=O)c2ccc(F)c(F)c2)CC1
 : 8% | -1% | -2%
> COc1ccc(C(=O)CSC#N)cc1OC
 : 0% | 0% | -5%
> Cc1ccc(NC(=O)c2cc3c(s2)CCCC3)cc1S(=O)(=O)Nc1ccccc1Cl
 : 1% | 18% | -10%
> CCOC(=O)c1c(C)[nH]c(C(=O)COC(=O)CSC)c1C
 : 2% | -3% | -1%
> COc1ccc(-n2nc(C(=O)NCC(=O)N3CCC(C)CC3)c3ccccc3c2=O)cc1
 : -4% | -4% | 1%
> O=C(COC(=O)/C=C/c1ccc(OC(F)F)cc1)NC(=O)NCc1ccccc1
 : 0% | / | 5%
> CCN(CC(=O)Nc1c(F)cccc1F)C(=O)Cc1ccc(OC)c(S(=O)(=O)N2CCOCC2)c1
 : -11% | -4% | -3%
> O=C(NCCc1cccnc1)c1cc(COc2ccc(F)cc2F)on1
 : 1% | -12% | 0%
> CC1=CSC2=NS(=O)(=O)CCN12
 : / | -9% | 1%
> C#Cc1ccc([C@@H]2C=C(C(=O)NCc3ccccc3)O[C@H](OCc3ccc(CO)cc3)C2)cc1
 : 5% | 10% | -24%
> CCc1nccn1CCC(=O)N1CCCC(N2CCN(c3cccc(Cl)c3)CC2)C1 (stereo not given)
 : 3% | 0% | -1%
> O=c1c2ccccc2nnn1CSc1ccccc1F
 : 4% | -6% | 0%
> NC[C@@H]1O[C@H](O[C@H]2[C@H](O)[C@H](O[C@@H]3O[C@H](CO)[C@@H](O)[C@H](N)[C@@H]3O)[C@@H](N)C[C@H]2N)[C@@H](O)[C@H](O)[C@@H]1O
 : 9%[21 µM] | -18%[21.6 µM] | /
> COc1ccc(OCC(=O)Nc2cc(-c3cccc(Cl)c3)nn2-c2ccccc2)cc1
 : 3% | / | 6%
> Cc1nn(-c2ccccn2)c2c1C(c1ccsc1)C1=C(CCCC1=O)N2 (stereo not given)
 : 7% | 14% | -13%
> Cc1ccc(S(=O)(=O)N(C)C)cc1NC(=O)C(C)OC(=O)C1CCCCC1 (stereo not given)
 : 0% | / | 5%

(further entries)
The line under a structure holds: TDP1 inh | N370S GC mod | FEN1 inhibitor
> Cc1ccc2c(c1)-c1c(ssc1=S)C(C)(C)N2C(=O)CSC1=NCCS1
 : 13% | -2% | -15%
> C/C(=N\NC(=O)c1ccccc1C)c1cccc([N+](=O)[O-])c1
 : 1% | 7% | -2%
> Cc1noc(C)c1COc1ccc(C(=O)OCC(=O)N2CC3(C)CC2CC(C)(C)C3)cc1 (stereo not given)
 : 7% | 0% | -11%
> Brc1cnc(N2CCCCC2)nc1N1CCOCC1
 : 6% | -12% | -11%
> CCCOc1ccc(-c2c(=O)n(O)c3ccccc3[n+]2[O-])cc1
 : / | -4% | -1%
> COC(=O)c1ccc(NC(=O)c2nc(S(=O)(=O)Cc3cccc(C)c3)ncc2Cl)cc1
 : 0% | ? | 6%
> COCn1c(-c2ccccc2)nc2ccccc21
 : 3% | -4% | -1%
> O=C(c1ccc(N2CCCC2=O)cc1)N1CCN(c2ccc(Cl)cc2)CC1
 : 3% | -1% | 10%
> Cc1ccc(/C=C2\SC(=S)N(CC3CCCO3)C2=O)o1 (stereo not given)
 : 11% | 17% | -20%
> Cc1ccc(NC(=O)CSc2nc(N)cc(=O)[nH]2)cc1S(=O)(=O)N1CCOCC1
 : -8% | -9% | -12%
> COc1ccc(S(=O)(=O)N2CCCC2CNC(=O)C(=O)NC2CC2)cc1 (stereo not given)
 : -2% | -2% | 2%
> CCc1nnc(NC(=O)CSc2nc3cccnc3n2C2CCCCC2)s1
 : 4% | -1% | -20%
> Cc1ccc(Cn2nnc3c(=O)[nH]c(C4CCCN(S(=O)(=O)c5ccccc5)C4)nc32)cc1 (stereo not given)
 : 2% | 11% | -22%
> COc1ccc(-n2ncc3c2CC(C)(C)CC3NC(=O)CCc2c(C)nn(C)c2C)cc1 (stereo not given)
 : 1% | -3% | 19%
> COc1ccc([C@H]2CC(=O)C=C(c3ccc(Cl)cc3C)C2)cc1
 : -7% | / | 6%
> COc1cccc(-c2ccc3ncnc(NCc4ccc5c(c4)OCO5)c3c2)c1
 : 5% | -5% | -19%
> COCCn1c(SCC(=O)Nc2cccc(S(N)(=O)=O)c2)nc2cc(Cl)ccc2c1=O
 : 5% | ? | -12%
> CC(=O)c1c(N2CCN(Cc3ccccc3)CC2)[nH]c(-c2ccccc2)nc1=S
 : 10% | -6% | 4%
> CC(C)N(C(=O)[C@H]1C[C@H](CC(=O)NCCCN(C)C)C(=O)N2CCc3c([nH]c4cc(CCC(=O)N(C)C)ccc34)[C@]12C)C(C)C
 : 0%[56.1 µM] | / | -13%
> CN(C)S(=O)(=O)c1ccc(NC(=O)c2ccc(Br)o2)cc1
 : 4% | -3% | 3%
> COc1cccc(-c2nnc(NC(=O)c3cccs3)s2)c1
 : -5% | 1% | -2%
> O=C(CSc1nnc(-c2ccncc2)n1-c1ccc(F)cc1)NNC(=O)c1cccc(O)c1
 : 3% | 15% | 5%
> COc1ccc(C2Nc3ccccc3C(=O)N2c2ccc(F)cc2)cc1Cn1nnc2ccccc21 (stereo not given)
 : 3% | ? | 7%
> CC1(C)CC(=O)C=C(NNC(=O)C2CCCCC2)C1
 : 0% | 0% | -2%
> CSc1ccc(CCNC(=O)Cn2ccc3cc(S(=O)(=O)N4CCCCCC4)ccc32)cc1
 : 0% | / | -23%
> CCC1CCCCN1CCCNC(=O)c1cn(C)c2ccc(S(=O)(=O)N3CCOCC3)cc2c1=O (stereo not given)
 : 5% | -20% | -4%
> CN(C)c1ccc(NC(=O)Cn2nnc3sc4c(c3c2=O)CCC(C(C)(C)C)C4)cc1 (stereo not given)
 : 5% | / | 2%
> Cc1cccc(NC(=O)C2CCN(c3nccc(C)n3)CC2)c1
 : 0% | 8% | 6%
> Nc1nc(-c2ccco2)nc(N2CCCCC2)n1
 : 8% | 0% | -8%
> CCOC(=O)C1(C)/C(=N/Nc2cccc(Cl)c2)C(=O)C(=O)N1c1ccccc1 (stereo not given)
 : 11% | -2% | 0%
> COc1ccc(C2=NO[C@@](CC(=O)O)(C(=O)Nc3ccc4c(c3)OCCO4)C2)cc1
 : / | -9% | -11%
> COc1cc(/C=C/C(=O)OCC(=O)NC(=O)NC(C)C)ccc1O
 : / | 0% | -19%
> COc1ccc(N=Nc2cc(-c3ccccc3)ccc2O)cc1
 : / | -9% | 6%
> CCOC(=O)c1cnc2ccc(C)cc2c1Sc1ccccc1
 : -3% | ? | -3%
> Cc1ccc(C(=O)NCC(c2ccco2)N2CCc3ccccc32)cc1 (stereo not given)
 : 6%[0.505 µM] | -11% | -9%
> O=C(Cn1c(COc2ccccc2)nc2ccccc21)Nc1cccc(Cl)c1
 : 0% | 2% | 3%
> CCOc1ccc(C2NC(=O)C(C#N)=C(S)N2c2cccc(C)c2)cc1OC (stereo not given)
 : -1% | -19% | 6%
> CC1CC(C)CN(c2ncc3c(n2)CC(c2ccccc2)CC3=O)C1 (stereo not given)
 : -1% | 15% | -14%
> COc1ccc2[nH]c(C(=O)c3ccccc3)cc2c1
 : 8%[56.1 µM] | -5% | /
> O=C(CCc1nnc2ccc(NCc3ccccc3)nn12)NCC1CCN(C2CCCC2)C1 (stereo not given)
 : 3% | 3% | 3%
> CC(=O)Nc1cccc(-c2csc(Nc3cccc(C)n3)n2)c1
 : 6% | -1% | -24%
> Cc1nc2nc[nH]n2c(=O)c1CCC(=O)Nc1ccc(F)cc1
 : 7% | / | -4%
> COc1cccc(OC)c1C(=O)Nn1c(-c2cccs2)nc2ccccc2c1=O
 : 5% | 11% | 2%
> CCOc1ccc(OCC)c(NC(=O)C2CCCN(c3ncccn3)C2)c1 (stereo not given)
 : 2% | 7% | -8%
> Cc1ccc(C)c(NC(=O)c2nnn(Cc3ccccc3)c2N)c1
 : 1% | 20% | 2%
> OC1(c2ccc3ccccc3c2)CCN(Cc2ccccc2)C1 (stereo not given)
 : 9% | ? | 2%
> Cc1ccc2c(c1)C1CN(C)CCC1N2C(=S)NC(=O)c1ccc(Cl)cc1Cl (stereo not given)
 : / | -18% | -18%
